Screens: PubChem BioAssay, National Center for Advancing Translational Sciences (NCATS)
KDM5B inhibitor: inhibitors of human KDM5B histone demethylase; Q9UGL1; KDM5B demethylase, FDH-coupled NADH fluorescence (FDH is formaldehyde dehydrogenase); Potency, µM (doses to about 57.7 µM), without a hit: at the top dose activity change, negative = inhibition, usual class: inhibitors; 220,000 tested, 2.6% active; AID 1347165; active = well fitted inhibition curve with a large enough effect; inconclusive = small, poorly fitted or top-dose-only effect; inactive = no such curve, though single readings can be large or run the other way; also: 0% is about no effect; nearly all actives have a fitted effect of over 70% in size
Target sequence (Q9UGL1 whole entry, looked up): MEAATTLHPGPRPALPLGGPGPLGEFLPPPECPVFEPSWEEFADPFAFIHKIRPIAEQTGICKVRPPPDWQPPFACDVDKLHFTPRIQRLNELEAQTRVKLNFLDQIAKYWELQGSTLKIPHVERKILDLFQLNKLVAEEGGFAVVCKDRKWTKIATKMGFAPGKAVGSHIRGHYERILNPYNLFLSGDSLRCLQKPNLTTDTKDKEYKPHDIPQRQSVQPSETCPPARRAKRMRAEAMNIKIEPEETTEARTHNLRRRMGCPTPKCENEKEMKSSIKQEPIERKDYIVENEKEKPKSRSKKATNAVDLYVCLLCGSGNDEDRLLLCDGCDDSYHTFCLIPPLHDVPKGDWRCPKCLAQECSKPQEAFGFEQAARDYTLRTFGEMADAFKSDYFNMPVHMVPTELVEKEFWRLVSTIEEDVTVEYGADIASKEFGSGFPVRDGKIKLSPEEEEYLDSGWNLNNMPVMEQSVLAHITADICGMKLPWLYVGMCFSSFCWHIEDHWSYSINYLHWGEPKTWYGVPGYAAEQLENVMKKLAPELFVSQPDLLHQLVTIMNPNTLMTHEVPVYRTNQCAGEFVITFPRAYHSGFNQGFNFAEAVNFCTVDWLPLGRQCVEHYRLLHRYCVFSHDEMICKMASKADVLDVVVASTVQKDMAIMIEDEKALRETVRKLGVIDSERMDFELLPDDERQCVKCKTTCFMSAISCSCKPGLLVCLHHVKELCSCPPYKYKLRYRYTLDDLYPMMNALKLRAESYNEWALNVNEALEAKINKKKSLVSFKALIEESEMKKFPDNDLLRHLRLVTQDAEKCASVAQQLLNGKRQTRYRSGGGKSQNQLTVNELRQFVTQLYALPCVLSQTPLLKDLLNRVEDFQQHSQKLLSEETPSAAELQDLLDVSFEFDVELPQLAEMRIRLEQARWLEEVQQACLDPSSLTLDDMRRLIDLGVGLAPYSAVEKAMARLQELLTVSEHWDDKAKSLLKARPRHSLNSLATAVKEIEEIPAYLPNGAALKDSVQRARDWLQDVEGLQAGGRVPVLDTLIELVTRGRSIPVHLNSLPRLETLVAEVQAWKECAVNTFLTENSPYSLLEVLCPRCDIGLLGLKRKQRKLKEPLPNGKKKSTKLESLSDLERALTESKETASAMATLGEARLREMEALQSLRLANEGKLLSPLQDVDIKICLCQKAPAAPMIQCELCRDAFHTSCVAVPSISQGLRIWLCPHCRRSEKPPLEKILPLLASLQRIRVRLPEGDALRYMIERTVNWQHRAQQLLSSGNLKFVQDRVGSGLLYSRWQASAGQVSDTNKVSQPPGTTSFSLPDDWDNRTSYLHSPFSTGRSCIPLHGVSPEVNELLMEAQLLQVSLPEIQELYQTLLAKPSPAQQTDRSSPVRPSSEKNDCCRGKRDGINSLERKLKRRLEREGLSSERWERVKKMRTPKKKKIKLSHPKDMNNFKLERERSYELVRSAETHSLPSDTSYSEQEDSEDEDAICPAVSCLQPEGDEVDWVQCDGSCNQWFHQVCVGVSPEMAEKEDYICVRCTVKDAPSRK
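Here, H3K4me3 peptide (12.5 µM in substrate mix) is demethylated by KDM5BΔAP, 200 nM final, after 10 min compound exposure. Formaldehyde product is coupled through FDH (0.25 U/mL in mix) to NADH fluorescence; 30-min ΔRFU feeds dose-response curves.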
Active calls of the source: *; i = inactive; ? = inconclusive; [ ] = another dose, or the depositor's remark. Potency is read from the fitted curve at half-maximal effect. Some of the compounds tested; the hit share may differ from the screen's.

SMILES | KDM5B inhibitor
Cc1ccc(NC(=O)c2ccc(Cl)cc2Cl)c(C(=O)c2ccccc2)c1 | -1%
O=C(NCCc1nc2ccccc2[nH]1)c1ccc(N2CCCN(Cc3cccc(F)c3)C2=O)cc1 | 4%
Cc1sc2nc(SCC(=O)Nc3ccc(S(N)(=O)=O)cc3)[nH]c(=O)c2c1C | 8%
Cc1ccc(NC(=O)NCCOCCn2c(=O)oc3ccccc32)c(C)c1 | ?
CCN(CC)C(=O)CSc1n[nH]c(=O)c2cc(-c3ccc(OC)c(OC)c3)nn12 | 15%
Cc1ccc(-c2cc(N3CCCN(C(=O)c4ccccc4F)CC3)n[nH]2)cc1C | -31%
CCOc1ccc(-c2nc(CSCC(=O)NCCc3ccccc3)c(C)o2)cc1 | ?
COc1ccc(C(=O)N2CC(=O)N(C3CCCCC3)CC(OCc3ccncc3)C2)c(OC)c1 (configuration not stated) | -20%
Cc1cc(C)c(NC(=O)Cn2cc(S(=O)(=O)Cc3ccccc3F)c3ccccc32)c(C)c1 | -1%
CCOc1ccc(NC(=O)Cc2cccc3ccccc23)c2cccnc12 | ?
COc1ccc(F)c(C(=O)N2CCC3(CC2)[C@H](O)C[C@@H]3O)c1F | -7%
CCOC(=O)C1CCCN(CC(=O)c2ccc(F)cc2)C1 (configuration not stated) | ?
N#Cc1ccc(CNc2ccc(F)cc2Cl)cc1 | 1%
CC(NCc1cccc(C#N)c1)c1ccccc1Br (configuration not stated) | -8%
Cc1ncc2c(c1CNC(=O)COc1ccc(F)cc1)CCNC2 | -30%

Going on with the list:
SMILES | KDM5B inhibitor
Cc1ccc(NC(=O)C2COc3ccccc3O2)cc1S(=O)(=O)N1CCCCC1 (configuration not stated) | -1%
Cc1cc(NC(=O)COc2cccc(Cl)c2)no1 | -7%
Cc1cc(C(=O)NC2CCCC2)c2ccccc2n1 | -6%
CSc1cccc(NC(=O)CCn2ccnc2)c1 | 12%
CN1CCC(N2CC[C@@H]3[C@H]2C(=O)NC[C@H](CCC(=O)Nc2ccccc2)N3C)CC1 | -25%[86.2 µM]
Cc1ccc(NC(=O)CSc2nnc3scc(-c4ccc(Cl)cc4)n23)cc1 | -21%
c1coc(CN2CNc3nc4ccccc4n3C2)c1 | 439%[activator]
O=C(NCC(F)(F)F)c1coc2ccccc2c1=O | -11%
COCCc1noc(-c2ccc(N(C)CCc3cnn(C)c3)nc2)n1 | ?
O=C(NCC(c1ccc2c(c1)OCO2)N1CCN(c2ccccc2)CC1)c1ccccc1 (configuration not stated) | -16%
CSc1ccc(CCNC(=O)c2ccc(-c3nc(COc4ccc(C)cc4)c(C)o3)cc2)cc1 | 1%
CC(C)CCN1CCn2c(nn(-c3ccc(Cl)cc3)c2=O)C1 | -18%[149 µM]
CC(C)(C)CN1CCC2(CC1)CN[S+](=O)([O-])c1cccnc1O2 | -11%[149 µM]
Cc1ccc(C)c(NC(=O)C(C)N(C)Cc2ccc3ccccc3c2)c1 (configuration not stated) | 9%
Cc1ccc(CN2CCc3nc(SCC(=O)Nc4cccc(C)c4C)[nH]c(=O)c3C2)cc1 | -22%

Overlap with the part before: 2 entries; new compounds follow.
SMILES | KDM5B inhibitor
Cc1ccc(C)c(NC(=O)C(C)N(C)Cc2ccc3ccccc3c2)c1 (configuration not stated) | 9%
Cc1ccc(CN2CCc3nc(SCC(=O)Nc4cccc(C)c4C)[nH]c(=O)c3C2)cc1 | -22%
CC(C)OCCCNc1nc2c(S(=O)(=O)c3ccc(Br)cc3)nnn2c2ccccc12 | ?
Cc1ccc(C)c(NC(=O)c2cc(-c3cc(C)cc(C)c3O)n[nH]2)c1 | -15%
CC(C)COC(=O)CN1C(=O)S/C(=C/c2ccc(Cl)cc2)C1=O | -14%
Cc1cccc(C)c1OCC(=O)NCC1(N2CCOCC2)CCCCC1 | -63%
COC(=O)c1cccc(C(=O)NCC(F)(F)F)c1 | 4%
O=C(c1ccccc1Cl)N1CCC(n2cc(-c3nc(-c4ccccc4)no3)nn2)CC1 | 19%
Cc1ccc(CC(SCc2ccccc2)C(=O)O)cc1C (configuration not stated) | -14%
CC(C)Oc1ccc2c(NC(=O)c3cccnn3)nn(CC(F)(F)F)c2c1 | -30%
CCCN1CCC(NC(=O)c2cccs2)CC1 | -7%
COc1cccc(NC(=O)c2cc3c(=O)n(Cc4cccnc4)ccc3nc2C)c1 | ?
O=C(NCC1COc2ncncc2C(=O)N1Cc1ccccc1)c1ccn[nH]1 (configuration not stated) | -29%[86.2 µM]
COc1ccc(N(C(=O)c2ccccc2F)S(=O)(=O)c2ccc3c(c2)n(C)c(=O)n3C)cc1 | 11%
CCN(CC)C(=O)c1ccc2c(c1)N(Cc1ccccc1F)C(=O)c1ccccc1S2=O (configuration not stated) | ?
CC(C)CNc1nccc(C2(c3ccccc3Cl)CCNCC2)n1 | 22µM*
COc1ccc2c(c1)c(=O)c(C(=O)c1ccc(F)cc1)cn2CC(=O)Nc1ccc2c(c1)OCO2 | -15%

KDM5B inhibitor, what is marked active above
SMILES | KDM5B inhibitor
CC(C)CNc1nccc(C2(c3ccccc3Cl)CCNCC2)n1 | 22µM*

More compounds
SMILES | KDM5B inhibitor
Cn1cc(CN[C@H]2C[C@H]3C(=O)NC[C@@H](CCC(=O)NCc4ccccc4)N3C2)c2ccccc21 | -2%
O=C(c1ccc2ccccc2c1)N(Cc1ccc2[nH]ccc2c1)C1CC1 | -20%
CCN1CCN(C(=O)CC2CCCN(c3cnn(CC4CC4)c(=O)c3)C2)CC1 (configuration not stated) | 31%
CCCn1ccnc1-c1c(-c2ccccc2)ncn1CCCC(=O)OC | 12%
O=C(NC12CC3CC(CC(C3)C1)C2)c1cc(Br)c[nH]1 | 12%
Cc1nn(C)c(C)c1S(=O)(=O)NC1CCc2nn(CC3CC3)c(=O)n2CC1 (configuration not stated) | 10%
CCC(NCC(N)=O)C12CC3CC(CC(C3)C1)C2 (configuration not stated) | -3%
O=C(c1sccc1Br)N1CCN(Cc2ccc3c(c2)OCO3)CC1 | 16%
O=C(O)CCC1CCCN(S(=O)(=O)c2cccc(F)c2)C1 (configuration not stated) | 19%
CCOCCn1cnc2sc(C(=O)Nc3ccccc3C(=O)OC)c(C)c2c1=O | ?
CCOC(=O)c1ccc(NC(=S)N(CCO)Cc2ccccc2)cc1 | -8%
C/C(=N\NC(=O)C(O)(c1ccccc1)c1ccccc1)c1cccs1 | 1%
Cc1ccc2nc(NC(=S)NC(=O)c3ccc(OC(C)C)cc3)sc2c1 | 24%
CCCN1CCC[C@H]1c1nc(-c2ccc(NCCOC)nc2)no1 | -12%[86.2 µM]
O=C(CCn1ccnc1)Nc1cc(Cl)ccc1O | -2%

Two entries from above, as labelled records:
O=C(NC12CC3CC(CC(C3)C1)C2)c1cc(Br)c[nH]1
- KDM5B inhibitor: 12%
Cc1nn(C)c(C)c1S(=O)(=O)NC1CCc2nn(CC3CC3)c(=O)n2CC1 (configuration not stated)
- KDM5B inhibitor: 10%

New compounds follow
SMILES | KDM5B inhibitor
CCOc1cccc(C2CC(=O)Nc3c2c(=O)nc(SCc2ccccc2Cl)n3C)c1 (configuration not stated) | 6%
CN(C(=O)CCc1ccc2c(c1)OCO2)C1CCCN(C2Cc3ccccc3C2)C1 (configuration not stated) | -18%
COC(=O)C1C(C(=O)OC)C2(OC(c3ccccc3)=CC2=O)C12OC(c1ccccc1)=CC2=O (configuration not stated) | -33%
COCCNC(=O)c1ccc2nccn2c1 | 35µM*
Cc1ccccc1C1CCCN1CC(=O)N(CCC#N)c1ccccc1F (configuration not stated) | 10%
CCN(CC)C(=O)Cn1c(=O)n(CCCCCC(=O)NCc2ccccc2)c(=O)c2sccc21 | -11%
CC(C)C(NS(C)(=O)=O)C(=O)Nc1cccc(Cl)c1 (configuration not stated) | 16%
COc1ccccc1-c1nnc(SCC(=O)N(Cc2ccccc2)C(C)C)n1N | 3%
COc1cccc(CNC(=O)Nc2ncc(-c3ccccc3)n2C)c1 | -25%
CCC(NC(=O)c1ccco1)C12CC3CC(CC(C3)C1)C2 (configuration not stated) | 11%
O=C1Nc2ccc(Br)cc2C12OCCO2 | 22%
O=C(C1CCN(C(=O)N2CC3CC(C2)[C@H]2CCCC(=O)N2C3)CC1)N1CCOCC1 (some centres not stated) | -8%
O=C(CCC1CCCC1)N1CCC2(CC1)CC(O)CCO2 (configuration not stated) | -4%
CCc1c(C(=O)NCCC23CC4CC(CC(C4)C2)C3)csc1C | -3%
COCCn1cc(C(=O)NCCCOC(C)C)c2c3ccccc3n(C)c2c1=O | ?

Following part.
SMILES | KDM5B inhibitor
COc1ccc(-c2ccnc(-c3nnc(C)n3CCN3CCOCC3)c2)cc1OC | ?
COc1ccccc1-c1ccc(CN2CCCC(c3nc4ccc(C)cc4c(=O)[nH]3)C2)cc1 (configuration not stated) | ?
COc1c(Cl)cc(NCC(=O)NC(C)(C#N)C(C)C)cc1Cl (configuration not stated) | -1%
Cc1[nH]c2c(C(=O)N3CCCCC3)cccc2c1C | 5%
Cn1nccc1CN1CC(Oc2ccc(F)c(F)c2)C1 | 6%[86.2 µM]
O=C(CN1CCOC1=O)N1CCC2(CCC(=O)N(CCCn3ccnc3)C2)CC1 | -2%
COc1ccc(CCCNC(=O)C2CCC(=O)N(CC3CCCCC3)C2)cc1 (configuration not stated) | -7%
Cc1cc(C)cc(NC(=O)CSc2ccc(-c3cccs3)nn2)c1 | -25%
COc1ccc(C(=O)N2C[C@@H]3C[C@H](C2)c2c(NC(=O)c4cncnc4)ccc(=O)n2C3)cc1 | 193%[activator]
Fc1ccc2c(c1)NC(c1ccncc1)=NC(c1cccs1)=N2 | 0%
O=Cc1cccc(Br)c1O | -16%
CC(C)(C)c1ccc(CS(=O)Cc2ccc(Cl)cc2)cc1 (configuration not stated) | 18%
O=C(Nc1cccnc1)N1CCOC[C@H](Oc2ccc(C(F)(F)F)cc2)C1 | -8%[86.2 µM]
Cc1ccc(Cl)cc1NC(=O)c1nc2ccccc2nc1N1CCCCC1 | 7%
O=S(=O)(Nc1nc(SCc2ccc(Cl)cc2)n[nH]1)c1ccc(F)cc1 | 2%

Carrying on.
SMILES | KDM5B inhibitor
COc1ccccc1/C=C/c1nc(C#N)c(NCc2ccc3c(c2)OCO3)o1 | i
C[C@]1(CO)[C@H]2Cc3sc(-c4ccccc4)nc3[C@@H](CC(=O)O)[C@]2(C)CC[C@H]1O | 32µM*
O=C(NCc1cccs1)c1ccc2c(c1)sc1nc(-c3ccccc3)cn12 | ?
CCOC(=O)c1ccc(NC(=O)c2ccccc2-c2ccccc2)cc1 | ?
CC1CCc2c(nc3ccc4ccccc4c3c2-c2cccc(O)c2)C1 (configuration not stated) | ?
Cc1cccc(N2CCN(Cc3cc(=O)oc4cc(C)ccc34)CC2C)c1 (configuration not stated) | -8%
Cc1ccc(NC(=O)N2C[C@@H](F)C[C@H]2C(=O)N2CCCCC2)cc1C | 0%
COc1ccc(/C=C/C(=O)NC2CCN(Cc3ccccc3)CC2)cc1OC | ?
CCC(=O)N1CCC2(CC1)CC(N1CCN(CC(C)C)CC1)CCO2 (configuration not stated) | 13%
Cc1cccc(C(=O)NCCc2c[nH]c3ccccc23)c1C | -3%
CCc1cccc(NC(=O)CSc2ncc3c(n2)-c2ccccc2N(Cc2ccccc2C)S3(=O)=O)c1 | -14%
O=C(Nc1ccc(NC(=O)c2ccc(Cl)c(S(=O)(=O)N3CCOCC3)c2)cc1)c1ccccc1 | ?
Cc1cc(C)c2nc(C)cc(C(=O)O)c2c1 | ?
Cn1ncc2c(C(=O)NCc3ccncc3)cc(-c3ccc(F)cc3)nc21 | 79µM*
COCCn1ccc2c(C3=CCOCC3)nc(-c3cccc(C(N)=O)c3)cc21 | 32µM*

Three compounds drawn at random from those above:
SMILES | KDM5B inhibitor
CCN1CCN(C(=O)CC2CCCN(c3cnn(CC4CC4)c(=O)c3)C2)CC1 (configuration not stated) | 31%
C[C@]1(CO)[C@H]2Cc3sc(-c4ccccc4)nc3[C@@H](CC(=O)O)[C@]2(C)CC[C@H]1O | 32µM*
Cc1ccc(NC(=O)c2ccc(Cl)cc2Cl)c(C(=O)c2ccccc2)c1 | -1%

New compounds follow
SMILES | KDM5B inhibitor
Cc1cc(NS(=O)(=O)c2ccc(NC(=O)c3ccccc3C)cc2)nc(C)n1 | 13%
O=C(NCc1nnc2ccc(-c3ccc(F)cc3)nn12)c1cccc(C(F)(F)F)c1 | 28µM*
CS(=O)(=O)c1ccccc1C(=O)NCc1coc(-c2cccs2)n1 | ?
Cn1c(C(=O)NCc2ccc(F)cc2)cc2c(=O)n(C)c3ccccc3c21 | -13%
COC(=O)CC1C(=O)NCCN1S(=O)(=O)c1ccc(Cl)cc1 (configuration not stated) | -4%
O=C(Cc1cccc(F)c1)N1CC(c2nnc(-c3ccncc3)o2)C2(CCOCC2)C1 (configuration not stated) | 25%
CC(C)(CNC(=O)C1CCCCC1C(F)(F)F)C(N)=O (configuration not stated) | 23%
Cc1cc(C)c2c(n1)oc1c(=O)n(CC(=O)NC3CCCCC3)cnc12 | -2%
O=C(Nc1ccsc1)O[C@@H]1CO[C@H]2[C@@H]1OC[C@@H]2Nc1nccc(-c2cccc(F)c2)n1 | -21%
Cc1cn2nc(C(=O)Nc3ccc4c(c3)OCO4)cc2c(N(C)Cc2ccccc2)n1 | ?
Cc1cc(C)c2c(=O)cc(C(=O)Nc3c(C)n(C)n(-c4ccccc4)c3=O)oc2c1 | 8%
CCOC(=O)c1cc(NC(=O)c2ccccc2)ccc1N1CCOCC1 | -29%
